Screening data: PubChem BioAssay, National Center for Advancing Translational Sciences (NCATS)
SW480 rereplic: DNA re-replication induction in SW480 cells | Potency, µM (series often up to 46.1 µM), without a hit: at the top dose re-replication activation, actives largely listed as activators | SW480 DNA re-replication, Hoechst DNA content imaging, 48 h | hit rate 1.8% among 340,000; also: potency is read from the fitted curve at half-maximal effect; % of control where 0% means no effect; nearly all actives have a fitted effect of over 55% in size
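Image-based read-out: total Hoechst fluorescence of nuclei (405 nm excitation, 500-530 nm emission), with hits raising the fraction of high-intensity nuclei. SW480 colon cells incubated 48 hr with compounds at 37 C.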
IL1B secr inh: inflammasome signaling inhibition, IL-1 beta readout. hit rate 4.7% among 360,000. activity change, % at 57.5 µM. THP-1 LPS/ATP IL-1B secretion, AlphaLISA, 16 h; stronger effect = lower value; in the data active = activity change below about -50%; inconclusive = mostly about -30% to -49%; also: % is scaled to controls: 0 for no effect and ±100 for the full control effect
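THP-1 cells pretreated 1 hr with compounds (up to 57.5 uM final), then stimulated with LPS (250 ng/mL final) plus ATP (1.25 mM final); secreted IL-1B measured by AlphaLISA after 16 hr, decreased signal indicating inhibition.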
MCF10A rerep: DNA re-replication induction in MCF 10a cells; MCF 10A DNA re-replication, Hoechst nuclear intensity, 48 h; Potency, µM (highest dose often 46.1 µM), without a hit: at the top dose activity, positive = re-replication, usual class: activators; hit rate 2.9% among 350,000; AID 624296; also: potency is read from the fitted curve at half-maximal effect; % of control where 0% means no effect; nearly all actives have a fitted effect of over 50% in size
HT1080 IDH1KD tx: toxicity to HT-1080 IDH1 knockdown cells (counter line); HT-1080 IDH1 knockdown viability, ATP luminescence, 48 h; Potency, µM (top dose mostly 46.1 µM), inactives show at the highest dose activity, negative = toxicity, actives largely listed as cytotoxic; hit rate 2% among 360,000; AID 686971;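 also: potency is read from the fitted curve at half-maximal effect; 0% = DMSO wells and -100% = cell-free medium wells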
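In this qHTS, HT-1080 cells depleted of IDH1 are exposed for 48 h at 37 °C to compound titrations. Toxicity is scored from CellTiter-Glo luminescence, with DMSO as full viability and medium alone as none.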
KB-3-1 tox: KB-3-1 parental cell cytotoxicity. KB-3-1 viability, CellTiter-Glo ATP luminescence, 72 h. Potency, µM (highest dose often 46.1 µM), without a hit: at the top dose activity change, negative = cytotoxic, most hits filed as cytotoxic. hit rate 1.4% among 400,000; also: potency is read from the fitted curve at half-maximal effect; % is scaled to controls: 0 for no effect and ±100 for the full control effect; nearly all actives have a fitted effect of over 60% in size
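Cytotoxicity in the drug-sensitive parental line KB-3-1 was scored as loss of CellTiter-Glo luminescence following 72 h incubation with compound. Values come from curve fitting of normalized concentration-response data.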
KB-V1 cytotox: KB-V1 MDR subline cytotoxicity; KB-V1 MDR cells viability, CellTiter-Glo, 72 h; Potency, µM (highest dose often 46.1 µM), without a hit: at the top dose activity change, negative = cytotoxicity, usual class: cytotoxic; hit rate 3.4% among 400,000; AID 1347076; also: potency is read from the fitted curve at half-maximal effect; % is scaled to controls: 0 for no effect and ±100 for the full control effect; nearly all actives have a fitted effect of over 60% in size
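In this primary screen, KB-V1 cells overexpressing P-gp are incubated with library compounds (lowest to highest concentration) for 72 h at 37 degrees C before a luminescent ATP viability read.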
DRD3 agonist: agonists of human D3 dopamine receptor; max activation, %; hit rate 0.58% among 410,000; D3R DiscoveRx beta-arrestin cells, luminescence, 90 min; in the data active = max activation above about 30%; also: 0% is about no effect; mostly tested at two doses, the higher about 12 µM
Target sequence (P35462 whole entry, looked up): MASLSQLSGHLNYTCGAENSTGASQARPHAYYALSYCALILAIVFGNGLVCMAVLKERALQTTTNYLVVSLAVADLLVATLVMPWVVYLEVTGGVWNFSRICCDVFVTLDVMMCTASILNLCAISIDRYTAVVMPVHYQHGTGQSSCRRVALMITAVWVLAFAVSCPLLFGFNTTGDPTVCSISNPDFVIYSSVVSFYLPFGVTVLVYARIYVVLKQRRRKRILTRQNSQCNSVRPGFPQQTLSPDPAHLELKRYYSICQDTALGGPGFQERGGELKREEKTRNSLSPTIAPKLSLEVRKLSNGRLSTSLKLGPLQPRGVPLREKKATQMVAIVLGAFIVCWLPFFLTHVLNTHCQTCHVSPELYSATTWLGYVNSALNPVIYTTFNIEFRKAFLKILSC
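Agonist-mode cell screen: cells plated at 1500/well and incubated overnight at 37 °C, then exposed to library compounds for 90 min at 37 °C. Detection reagent was added for 30–60 min at room temperature, and luminescence was read.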
HT1080NT lethal: kills 2HG-producing HT-1080-NT fibrosarcoma cells. HT-1080-NT fibrosarcoma viability, CellTiter-Glo ATP luminescence, 48 h. Potency, µM (doses to about 46.1 µM), for the others: top-dose activity, negative = less viability, most hits filed as cytotoxic. hit rate 1.6% among 360,000;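 also: NT is the 2HG producing partner of a matched IDH1 knockdown line; potency is read from the fitted curve at half-maximal effect; 0% = DMSO-treated cells and -100% = media-only wells without cells; nearly all actives have a fitted effect of over 55% in size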
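HT-1080-NT fibrosarcoma cells (2HG-overproducing), 750 cells/well in RPMI with 5% FBS, dosed after 2 h and incubated 48 h at 37C. CellTiter-Glo luminescence normalized to DMSO and no-cell wells; concentration-response curves fitted and classed.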
GLP1R cytotox: cytotoxicity in counter-screen for GLP-1R inverse agonists; HEK293 cAMP-luciferase reporter cells, luminescence, 24 h; Potency, µM (top dose mostly 38.3 µM), inactives show at the top dose activity change, negative = inhibition, most hits filed as inhibitors; hit rate 0.13% among 410,000;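 also: loss of luciferase light is scored as toxicity; potency is read from the fitted curve at half-maximal effect; % is scaled to controls: 0 for no effect and ±100 for the full control effect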
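Here, cytotoxicity is scored as loss of luminescence. The MLSMR collection was tested on cells seeded in medium containing 10% Nu serum, with a 24 hr compound exposure preceded by 12 hours of culture.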
Active calls of the source: *; ? = inconclusive; / = not tested or not shown; [ ] = another dose, or the depositor's remark. Unless noted, calls follow the shape of the dose curve; as a rule, active = well fitted curve in the direction sought with a large enough effect; inconclusive = small, poorly fitted or top-dose-only effect, or another doubt; inactive = no such curve, though single readings can be large; an effect the other way counts as inactive or inconclusive.

Structure	SW480 rereplic	IL1B secr inh	MCF10A rerep	HT1080 IDH1KD tx	KB-3-1 tox	KB-V1 cytotox	DRD3 agonist	HT1080NT lethal	GLP1R cytotox
CC(C)(C)c1ccc(C(=O)NC(Cc2c[nH]c3ccccc23)C(=O)OCC(=O)c2ccc(Br)cc2)cc1 (stereo unspecified)	/	/	/	/	4%	-5%	-7	/	-14%
CCCCN(C)S(=O)(=O)c1cc(Br)cc2c1N(C(=O)C1CC1)CC2	-4%	-21	0%	-11%	-11%	?	1	-16%	3%
COc1cc2c(cc1OC)C(c1cccc(Br)c1)CC(=O)N2 (stereo unspecified)	-69%[inhibitor]	54	?	-17%	2%	-17%	-5	-2%	7%
CC(C)Oc1ccc(S(=O)(=O)N2CCOCC2)cc1NC(=O)CN1C(=O)NC2(CCCC2)C1=O	16%	0	2%	-2%	19%	14%	-15	-6%	-5%
O=C(OCc1ccccc1)N1CCC2CC1c1cc(N3CCN(C(=S)NCCc4ccccc4)CC3)ccc12 (stereo unspecified)	/	-24	/	1%	0%	?	-4	-2%	0%
COc1ccc(Oc2coc3cc(OC(=O)/C=C/c4ccc(F)cc4)ccc3c2=O)cc1	1%	-2	-1%	-11%	-4%	-2%	2	-23%	11%
COc1ccc(S(=O)(=O)N2CCOCC2)cc1NC(=O)CSc1nnc2c(n1)[nH]c1ccccc12	0%	-9	-1%	-11%	-11%	15%	-10	-20%	?
COc1ccc(/C=C/C(=O)N2CCN(S(=O)(=O)c3ccccc3)CC2)cc1OC	3%	-5	0%	10%	0%	15%	-1	13%	-8%
COc1cccc(C(C)(O)c2nc(-c3ccccc3)cs2)c1 (stereo unspecified)	/	5	/	?	?	?	-4	?	2%
COc1ccc(C2(C)NC(=O)N(CC(=O)NC3(C#N)CCCCC3)C2=O)cc1 (stereo unspecified)	-5%	4	-15%	10%	-4%	?	-4	9%	3%
CC(C(=O)O)c1n[nH]c(=O)c2ccccc12 (stereo unspecified)	-13%	0	-3%	-4%	0%	2%	-16	11%	3%
COc1ccc(-c2c(C)c3cc(O)ccc3oc2=O)cc1OC	9%	22	18%	-3%	-1%	6%	-8	0%	0%

The list continues:
Structure	SW480 rereplic	IL1B secr inh	MCF10A rerep	HT1080 IDH1KD tx	KB-3-1 tox	KB-V1 cytotox	DRD3 agonist	HT1080NT lethal	GLP1R cytotox
O=C(Nc1ccccc1N1CCN(C(=O)c2ccc(Cl)cc2)CC1)c1cccc(F)c1	21%	-55*	3%	-15%	-24%	-21%	4	-9%	0%
CCOc1ccc(C(=O)Nc2cccc(-c3nc4cc(Cl)cc(Cl)c4o3)c2)cc1	/	/	/	/	3%	22%	4	/	1%
COc1ccc(N(CC(=O)N2CCc3ccccc32)S(=O)(=O)c2c(C)n[nH]c2C)cc1	-9%	-54*	-1%	-4%	-3%	0%	-1	-1%	0%
CN=CC1=C(O)C(C(=O)OC)C(C)(C)CC1=O (stereo unspecified)	-2%	16	8%	0%	9%	1%	2	1%	0%
COc1ccc(Cl)cc1NC(=O)NC(C)C	-11%	11	-12%	10%	3%	10%	0	8%	-19%
CC1(C)CC(=O)C(C2C3=C(CC(C)(C)CC3=O)Oc3ccccc32)C(=O)C1 (stereo unspecified)	-6%	15	4%	-6%	-3%	0%	-1	28%	-8%
O=C(c1ccc(NS(=O)(=O)c2cccc([N+](=O)[O-])c2)cc1)N1CCCCCC1	-6%	20	2%	-8%	-5%	6%	-8	-11%	0%
COc1cccc(C#Cc2cnc3c(c2)C(=O)N([C@@H](C)CO)C[C@H](C)[C@H](CN(C)C(=O)C2CCC2)O3)c1	/	-24	/	-11%	22%	27%	-5	11%	-6%
CCC(C)c1ccccc1N1CC(C(=O)N2CCN(S(=O)(=O)c3ccccc3Br)CC2)CC1=O (stereo unspecified)	-97%[inhibitor]	-16	-1%	13%	0%	6%	3	7%	-1%
O=C(COC(=O)c1ccccc1)NCc1ccco1	-4%	5	-1%	-2%	-4%	-1%	-5	-1%	-7%
O=C(N/N=C/c1ccco1)c1cccc(NC(=O)c2cccc(Cl)c2)c1	2%	5	0%	-10%	-3%	10%	1	-16%	0%
C(=C\c1ccccc1)/CNCC1CCCO1 (stereo unspecified)	6%[1.84 µM]	7	3%	2%	1%	6%	-13	1%	5%

Continued:
Structure	SW480 rereplic	IL1B secr inh	MCF10A rerep	HT1080 IDH1KD tx	KB-3-1 tox	KB-V1 cytotox	DRD3 agonist	HT1080NT lethal	GLP1R cytotox
COc1ccccc1C1CC(=O)Nc2cc(C)c(C)cc21 (stereo unspecified)	21µM*	40	15%	6.5µM*	16µM*	9.2µM*	9	?	?
CSc1ccc(/C=C(\NC(=O)c2ccccc2)C(=O)NCCN2CCOCC2)cc1	-3%	0	-2%	19%	11%	-9%	-8	10%	-8%
CC(=O)Nc1c(C)ccc(CNC(=O)COc2ccc(F)cc2)c1C	-5%	23	-1%	12%	16%	14%	1	8%	-9%
O=S(=O)(Nc1nc2ccccc2nc1Nc1ccc2c(c1)OCO2)c1ccccc1	2%	20	9%	0%	-10%	5.2µM*	-1	2%	14%
C=CCn1c(Cc2ccc(OCC)cc2)nnc1SCC(N)=O	-2%	19	-1%	-4%	-6%	-8%	-4	9%	-7%
O=C(NCc1ccco1)c1cccc(N2CCCC2=O)c1	-7%	6	2%	9%	10%	4%	0	11%	15%
COc1ccc(C=O)c2[nH]c3c(Cl)ncnc3c12	6%	?	?	-2%	-21%	1%	1	-1%	-26%
Cc1ccc(CN2CCc3nc(N4CCN(c5ccccc5F)CC4)ncc3C2)cc1C	/	/	/	/	-14%	-10%	-2	/	10%
O=C(NCc1ccccc1F)C1CCCN1S(=O)(=O)c1ccc(F)cc1 (stereo unspecified)	11%	7	4%	0%	-2%	?	-11	-5%	9%
COC(=O)Cc1n[nH]c(=O)c2ccccc12	-1%	16	19%	6%	7%	4%	3	1%	-10%
O=C(Cn1cc(SCc2ccccc2)c2ccccc21)N1CCCCCC1	/	/	/	/	-22%	?	0	/	1%
N#C/C(=C\c1c[nH]c2ccccc12)C(N)=O	-6%	-15	4%	13%	12%	4%	0	10%	-20%

Next structures.
Structure	SW480 rereplic	IL1B secr inh	MCF10A rerep	HT1080 IDH1KD tx	KB-3-1 tox	KB-V1 cytotox	DRD3 agonist	HT1080NT lethal	GLP1R cytotox
C=C1C(O)C[C@@H](C(C)C)N(CC(C)C)S1(=O)=O (stereo partly specified)	-27%	21	?	3%	0%	-13%	3	7%	-6%
O=C(c1ccccc1)N1CCC(=O)N(C(CO)Cc2ccccc2)CC1 (stereo unspecified)	2%	-8	2%	-3%	-13%	-15%	-24	-4%	-4%
O=C(NCCN1CCN(c2ccccc2)CC1)c1cccc(Br)c1	-4%	-29	-19%	?	0%	4%	-8	?	?
Fc1ccc(CSc2nc3ccccc3[nH]2)cc1	-4%	-63*	2%	?	5%	-25%	-2	-30%	-2%
COc1ccc(C(=O)NCC(=O)N/N=C/c2c(C)[nH]c3ccccc23)cc1	0%	-15	-1%	-5%	-2%	-10%	-21	-4%	-17%
COc1ccc(NC(=O)Nc2cccc3c2O[C@H](CN(C)Cc2ccc(-c4ccccc4)cc2)[C@@H](C)CN([C@H](C)CO)C3=O)cc1	-4%	57	-5%	-3%	-11%	2%	4	-23%	5%
O=C(O)CCN1C(=O)c2ccncc2C1=O	-2%	-2	4%	-1%	9%	-2%	24	1%	15%
CN(C)C(=O)c1ccc(-n2cccn2)nc1	-13%	-2	?	28%	-2%	5%	-9	19%	15%
CC(=O)Nc1ccccc1-c1nc2ccccc2nc1OCC(=O)c1ccc(Cl)cc1	-7%	-3	0%	-4%	3%	?	4	-2%	9%
CCCc1cc(Nc2ccc(C)cc2)n2ncnc2n1	-13%	-20	-1%	-8%	-4%	?	1	-5%	-1%
O=C(Cc1ccc(Cl)cc1)N/N=C/c1c(Cl)cccc1Cl	-10%	14	-3%	18%	12%	25%	3	12%	-2%
CCCCn1c(N)c(N(CC(C)C)C(=O)CSc2nnc(C)n2-c2ccccc2)c(=O)[nH]c1=O	6%	3	-2%	3%	23%	?	-2	10%	3%

More results follow:
Structure	SW480 rereplic	IL1B secr inh	MCF10A rerep	HT1080 IDH1KD tx	KB-3-1 tox	KB-V1 cytotox	DRD3 agonist	HT1080NT lethal	GLP1R cytotox
Oc1ccc2ccccc2c1/C=N/Nc1ccccc1	-3%	1	9%	-17%	?	-21%	-6	-18%	-23%
Cc1ccc(C(=O)NCC(=O)N(C)Cc2cccc(F)c2)s1	20%	-9	10%	-4%	-2%	-25%	-14	1%	-4%
COc1ccc(CCNC(=O)COc2ccc3c(C)cc(=O)oc3c2)cc1OC	-5%	-14	-11%	?	29%	-28%	-16	?	26%
Cc1ccc(S(=O)(=O)Nc2ccc3c(c2)CCC3)cc1	-96%[inhibitor]	-19	12%	-28%	?	21µM*	-4	-25%	-9%
Cc1ccc(CN2CC(C(=O)Nc3ncc(C)s3)CC2=O)cc1 (stereo unspecified)	-1%	2	4%	-1%	-6%	?	-12	0%	1%
CCOC(=O)C1(Cc2cccc(F)c2)CCN(C(=O)Cn2cnnn2)CC1	-5%	9	-5%	3%	4%	-4%	-4	0%	8%
CCOC(=O)[C@H]1[C@H]2COc3ccc(C)cc3[C@@H]2N2C(=O)c3ccc(C)cc3NC(=O)[C@@]12C	8%	0	11%	-4%	-10%	4%	-10	-3%	-22%
Cn1c(SCc2nc3ccccc3c(=O)[nH]2)nc2ccccc21	2%	22	-27%	-9%	-7%	?	-2	-2%	-17%
O=C1CSc2ccc(S(=O)(=O)NCc3ccccc3Cl)cc2N1	18%	9	-3%	0%	1%	28%	2	6%	-22%
CCOC(=O)N1CCN(C(=O)CSc2nnc(-c3cc(OC)cc(OC)c3)o2)CC1	-3%	-8	1%	-7%[9.24 µM]	23%	?	4	3%	-12%
